Screening results: PubChem, National Center for Advancing Translational Sciences (NCATS)
Tb PYK inh – T. brucei pyruvate kinase inhibition; Q57TT1; TbPYK enzyme, Kinase-Glo Plus ATP luminescence, 45 min; Potency, µM (doses to about 76.8 µM), for the others: at the highest dose activity, negative = inhibition, usual class: inhibitors; 410,000 tested, 0.12% active; AID 624173; further: potency means the concentration at half of the fitted maximal effect; on the % scale 0 is the no-effect control and ±100 the full control effect; nearly all actives have a fitted effect of over 50% in size
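Assay buffer: 50 mM TEA pH 7.2, 100 mM KCl, 10 mM MgCl2, 0.05% BSA, 0.01% Tween-20. Pyruvate kinase from T. brucei plus substrate met compound, then ADP (130 uM final). Luminescence was read post 45 min RT.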
Shiga inhibitor – inhibitors of Shiga toxin in Vero cells; Vero cells, Shiga toxin protein synthesis inhibition reporter; inhibition, % at 38.7 µM; 290,000 tested, 9.2% active; in the data active means inhibition mostly above about 28%, no sharp cut-off; inactive means mostly below about 43%; further: 0% is about no effect
Cycloheximide cs – counter-screen hit for Shiga toxin inhibitors, cycloheximide; cell reporter, cycloheximide protein synthesis inhibition counterscreen; max response, %; 300,000 tested, 12% active; AID 2314; in the data active means max response mostly above about 13%, no sharp cut-off; inactive means mostly below about 14%; further: read at 38.3 µM for the half of the compounds with a filed dose; 0% is about no effect
Pf growth 96h – P. falciparum growth inhibition at 96 hours | P. falciparum luciferase reporter growth, 96 h | 320,000 tested, 6.9% active | Potency, µM (highest dose often 28.7 µM), for inactives: at the top dose activity change, negative = inhibition, usual class: inhibitors; further: potency means the concentration at half of the fitted maximal effect; on the % scale 0 is the no-effect control and ±100 the full control effect
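P. falciparum expressing integrated firefly luciferase grown in erythrocytes (2% hematocrit, 0.05% parasitemia final) with compounds for 96 hours at 37 C, 5% CO2. Growth inhibition read as loss of luminescence after adding luciferase detection reagent.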
Pf growth 48h – inhibits P. falciparum growth in the first generation, 48 h. P. falciparum luciferase growth in erythrocytes, 48 h. Potency, µM (highest dose often 28.7 µM), for inactives: top-dose activity change, negative = inhibition, actives largely listed as inhibitors. 310,000 tested, 5.9% active. AID 504832; further: potency means the concentration at half of the fitted maximal effect; on the % scale 0 is the no-effect control and ±100 the full control effect
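In quantitative HTS format, infected erythrocytes bearing luciferase-reporter parasites were treated for a single generation at 37 C. Luminescence after adding detection reagent served as the growth measure.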
HCV inh – HCV inhibition. Huh7.5.1 HCVcc-Cre infection, luciferase reporter, 44 h. Potency, µM (series often up to 41.8 µM), for inactives: at the highest dose activity change, negative = inhibition, hits mostly inhibitors. 340,000 tested, 3.4% active; further: potency means the concentration at half of the fitted maximal effect; on the % scale 0 is the no-effect control and ±100 the full control effect
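Infectious HCVcc-Cre (~0.5 moi) was added to cells just after compound, with cells seeded 4 h earlier at 1,000 per well. Luciferase activity after 44 h culture reported infection; substrate was incubated 15 min at room temperature before reading.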
LmPK inh – LmPK (Leishmania mexicana) enzyme inhibition; Potency, µM (titrated, usually from 57.5 µM), inactives show at the top dose activity change, negative = inhibition, usual class: inhibitors; 290,000 tested, 0.37% active; AID 1721; Q27686; purified LmPK, Kinase-Glo ATP luminescence, 1 h; further: potency means the concentration at half of the fitted maximal effect; on the % scale 0 is the no-effect control and ±100 the full control effect
Target sequence (Q27686 whole entry, looked up): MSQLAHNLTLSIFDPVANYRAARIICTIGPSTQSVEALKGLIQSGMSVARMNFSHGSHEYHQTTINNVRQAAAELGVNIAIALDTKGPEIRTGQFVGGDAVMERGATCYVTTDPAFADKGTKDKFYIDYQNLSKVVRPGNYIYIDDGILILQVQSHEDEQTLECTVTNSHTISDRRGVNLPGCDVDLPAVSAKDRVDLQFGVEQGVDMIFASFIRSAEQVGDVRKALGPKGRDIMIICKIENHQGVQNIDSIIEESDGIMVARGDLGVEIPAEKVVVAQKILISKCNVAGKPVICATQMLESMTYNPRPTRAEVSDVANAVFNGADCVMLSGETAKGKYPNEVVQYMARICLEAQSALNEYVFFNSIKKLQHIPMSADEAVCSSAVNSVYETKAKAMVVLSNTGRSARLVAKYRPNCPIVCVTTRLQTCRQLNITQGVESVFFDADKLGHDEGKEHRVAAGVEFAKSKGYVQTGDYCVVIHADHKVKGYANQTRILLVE
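0.1 nM LmPK, 0.5 mM PEP, 0.1 mM ADP; 50 mM imidazole pH 7.2, 7 mM MgCl2, 50 mM KCl; 1 h RT. Kinase-Glo luminescence readout, normalized to no-enzyme (full inhibition) and uninhibited wells.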
Active calls of the source: *; u = inconclusive; x = no result given; & = joins results of further samples; [ ] = another dose, or the depositor's remark. Unless noted, the call rests on the fitted dose curve; in most records, active means well fitted curve in the direction sought with a large enough effect; inconclusive means small, poorly fitted or top-dose-only effect, or another doubt; inactive means no such curve, though single readings can be large; an effect the other way counts as inactive or inconclusive. An unsorted share of the library; any-hit rate near 24%.

Structure,Pf growth 96h,Pf growth 48h,Cycloheximide cs,HCV inh,Tb PYK inh,LmPK inh,Shiga inhibitor
CCCc1cc(=O)[nH]c(SCC(=O)N(C)Cc2ccccc2)n1,u,12%,-6,1%,0%,2%,14
CC1CCCCN1C(=O)c1cc(F)c(F)cc1Cl (stereo unspecified),u,-9%,-1,10%,0%,3%,2
O=C(CSc1nnc2c(n1)[nH]c1ccc(F)cc12)Nc1ccccc1F,-10%,-10%,1,3%,0%,0%,31
O=C1NCC(COc2cccc3ccccc23)O1 (stereo unspecified),28%,u,-4,u,3%,0%,-10
CN(C)S(=O)(=O)Oc1ccccc1C(=O)Nc1ccc(F)cc1,9%,3%,1,-2%,8%,-1%,-2
O=C(CNS(=O)(=O)c1ccc(Cl)c(C(F)(F)F)c1)NC1CCCCC1,-10%,-21%,x,6%,-1%,x,x
COc1ccc(OC)c(S(=O)(=O)NCC(c2ccc3c(c2)OCO3)N2CCOCC2)c1 (stereo unspecified),-3%,u,x,24%,6%,x,x
Cc1ccc(CSc2nnc3c(n2)OC2(Nc4ccccc4-3)C(=O)Nc3ccc(F)cc32)cc1 (stereo unspecified),-8%,-6%,4,16%,-6%,0%,-9

Structure,Pf growth 96h,Pf growth 48h,Cycloheximide cs,HCV inh,Tb PYK inh,LmPK inh,Shiga inhibitor
CC(C)CC(NC(=O)/C(=C/c1ccco1)NC(=O)c1ccc(Br)o1)C(=O)O (stereo unspecified),8%,-7%,-3,4%,-8%,11%,-3
Cc1nn2c(NCCN(C)C)c3c(nc2c1-c1ccccc1)CCC3,12µM*,u,-2,13µM*,1%,8%,-1
Cn1c(=O)c2ncn(CC(=O)NCCOc3ccccc3)c2n(C)c1=O,u,-2%,5,13%,7%,-7%,27*
COC(=O)c1ccc(NC(=O)CSc2nnc(-c3ccncc3)n2N)cc1,u,-11%,21,-2%,0%,-1%,-6
CCN(C(=O)CN1CCCCC1C)c1c(N)n(Cc2ccccc2)c(=O)[nH]c1=O (stereo unspecified),-20%,u,x,22%,-2%,x,x
COc1ccc(-c2noc(C3CCCN(C(=O)c4ccc(F)cc4)C3)n2)cc1 (stereo unspecified),94%[activator],-10%,26*,u,4%,2%,71
CCCC(C(=O)Nc1cc(S(=O)(=O)N2CCOCC2)ccc1OC)c1ccccc1 (stereo unspecified),u,u,1,-28%,-2%,1%,4
Cc1ccc(NC(=O)CSc2cn[nH]n2)cc1,0%,19%,13,-20%,4%,-8%,13

Structure,Pf growth 96h,Pf growth 48h,Cycloheximide cs,HCV inh,Tb PYK inh,LmPK inh,Shiga inhibitor
Cc1cccc(N/C(=N/S(=O)(=O)c2ccccc2)c2ccccc2)n1,75%[activator],34%[activator],15*,13%,-1%,1%,50
Cc1ccccc1NC(=S)NC(=O)/C=C/c1ccco1,57%[activator],7%,17,-3%,-14%,13%,13
CN(c1ccccc1)S(=O)(=O)c1ccc(Cl)c(C(=O)Nc2ccncc2)c1,u,-27%,x,u,0%,x,x
CCOC(=O)CNC(=O)c1cn(C)c(=O)c2cc(OC)c(OC)cc12,-7%,-11%,1,-13%,3%,-1%,-8
COc1ccc2c(c1)OC(O)(C(F)(F)C(F)F)CC2=O (stereo unspecified),0.83µM*,3.3µM*,6,-25%,3%,8%,11
COC(=O)c1ccc(COc2ccc(F)cc2)o1,u,41%[activator],28*,19%,1%,2%,53*
O=C(COC(=O)/C=C/c1cccc(Br)c1)Nc1cccc(S(=O)(=O)NC2=NCCC2)c1,29%,12%,x,0%,0%,x,x
CC(C)CNC(=O)COc1ncnc2sccc12,9%,14%,1,9%,2%,-3%,-13

Five records drawn at random from the list so far, as already listed:
Structure,Pf growth 96h,Pf growth 48h,Cycloheximide cs,HCV inh,Tb PYK inh,LmPK inh,Shiga inhibitor
COC(=O)c1ccc(COc2ccc(F)cc2)o1,u,41%[activator],28*,19%,1%,2%,53*
CCCC(C(=O)Nc1cc(S(=O)(=O)N2CCOCC2)ccc1OC)c1ccccc1 (stereo unspecified),u,u,1,-28%,-2%,1%,4
CC1CCCCN1C(=O)c1cc(F)c(F)cc1Cl (stereo unspecified),u,-9%,-1,10%,0%,3%,2
O=C(COC(=O)/C=C/c1cccc(Br)c1)Nc1cccc(S(=O)(=O)NC2=NCCC2)c1,29%,12%,x,0%,0%,x,x
COc1ccc(-c2noc(C3CCCN(C(=O)c4ccc(F)cc4)C3)n2)cc1 (stereo unspecified),94%[activator],-10%,26*,u,4%,2%,71

More compounds.
Structure,Pf growth 96h,Pf growth 48h,Cycloheximide cs,HCV inh,Tb PYK inh,LmPK inh,Shiga inhibitor
CC(=O)Nc1cc2nc(C)n(Cc3ccccc3[N+](=O)[O-])c2nc1C,u,-5%,-1,11%,-4%,-5%,-4
O=C(NCC(=O)N(c1ccc2c(c1)OCCO2)C(C(=O)NC1CCCC1)c1ccco1)c1ccco1 (stereo unspecified),0.83µM*,u,5,8%,-4%,-7%,9
CCn1c(C)nc2cc(C(=O)N/N=C/c3ccc(O)c(O)c3O)ccc21,52%[activator],9%,11,-14%,u,1%,10
CCOc1ccccc1NC(=O)CCCc1nc2ccccc2c(=O)[nH]1,x,-15%,6,-12%,8%,6%,-6
CCN1CCN(C(=O)Cn2ncc3c([nH]c4ccccc43)c2=O)CC1,0%,7%,-10,10%,-10%,-9%,-3
CC(=O)Nc1ccc(S(=O)(=O)Nc2ccc(C(=O)NCC(=O)O)cc2)cc1,37%[activator],-13%,8,10%,1%,9%,22
O=C(COC(=O)c1cc(=O)[nH]c2ccccc12)NC(=O)c1ccccc1,10%,24%,x,1%,3%,x,x
Cc1cc(Cl)ccc1NC(=O)CCC(=O)O,13%,10%,-4,12%,-2%,3%,-8

Structure,Pf growth 96h,Pf growth 48h,Cycloheximide cs,HCV inh,Tb PYK inh,LmPK inh,Shiga inhibitor
CCSc1nnc(-c2ccccc2NC(C)=O)c(=O)[nH]1,u,0%,0,6%,-16%,-5%,-9
O=C1O/C(=C/C(=O)N2CCOCC2)c2ccccc21,4%,1%,-4,29%,-2%,0%,-1
CCCN1CCN(S(=O)(=O)c2ccc3c(c2)OCCO3)CC1,9%,u,-3,9%,3%,8%,-18
CC(c1ccccc1)N1CC(C(=O)Nc2nccs2)CC1=O (stereo unspecified),25%,19%,-1,0%,2%,-6%,19
CCOC(=O)CN1C(=O)C(O)(CC(=O)c2cccc(OC)c2)c2ccccc21 (stereo unspecified),u,0%,1,7%,-13%,1%,-2
O=c1c2ccccc2c(/C=N/c2ncn[nH]2)c(O)n1Cc1ccccc1,u,-15%,19,u,1%&-6%,-4%,25
Cc1ccc2nc3c(cc(C(=O)NCc4ccco4)c(=N)n3C3CCCC3)c(=O)n2c1,u,25%,-2,x,x,-2%,1
CCCC(=O)Nc1nnc(CCOC)s1,u,31%[activator],1,6%,-1%,-1%,-5

Structure,Pf growth 96h,Pf growth 48h,Cycloheximide cs,HCV inh,Tb PYK inh,LmPK inh,Shiga inhibitor
Cc1ccc(C)c(C(=O)Cn2c(NCCO)nc3ccccc32)c1,17%,x,-4,2%,-6%,0%,-7
Cc1nc(-c2ccc(F)cc2)c(CC(=O)NCC(=O)Nc2ccc(F)c(F)c2)s1,u,u,x,u,-13%,x,x
COCC(=O)N1CCC(n2nccc2NC(=O)CCOc2ccccc2)CC1,12µM*,-2%,24*,u,0%,8%,36*
O=C(CCC(=O)NCCCc1ccccc1)NCCCc1ccccc1,-18%,-10%,-3,u,1%,-5%,9
CC(C)NC(=O)NCCCCCCS(C)=O (stereo unspecified),-7%,u,1,17%,-1%,2%,-2
Cc1cc(-c2ccccc2)nc(SC(C(=O)O)c2ccccc2)n1 (stereo unspecified),-1%,21%,9,18%,-7%,4%,-7
CCOC(=O)c1cnc(SC)nc1Nc1cccc2ccccc12,-15%,u,-2,7%,2%,7%,-8
C/C(=N/Nc1ccc(Cl)cc1)c1cnnc(-c2ccccc2)n1,0.52µM*,u,-2,12%,-9%,-1%,-2

Structure,Pf growth 96h,Pf growth 48h,Cycloheximide cs,HCV inh,Tb PYK inh,LmPK inh,Shiga inhibitor
COc1ccc(C)cc1CN(C)c1ccc(S(=O)(=O)N2CCN(C)CC2)cn1,u,10µM*,x,u,-6%,x,x
CCCNC(=O)N1CCN(S(=O)(=O)c2ccc3c(c2)OCCO3)CC1,-19%,u,x,-7%,-2%,x,x
CCCCOC(=O)Cn1c(-c2ccccc2)nc2ccccc2c1=O,39%[activator],-7%,-4,-2%,0%,2%,-10
CCN(CC)c1ccc(NC(=O)CSc2nc(C3CC3)nc3ccccc23)cc1C,-10%,u,-5,u,-4%,-1%,8
CC1=C(C(=O)NCc2ccco2)C2(CCC(C)CC2)OC1=O (stereo unspecified),9%,1%,0,19%,-7%,-3%,12
CN(Cc1ccccc1)C(=O)COC(=O)c1ccccc1SCC(=O)N1CCCC1,48%[activator],-7%,x,5%,2%,x,x
COc1ccc(Cl)cc1C(=O)NNC(=S)NC(=O)c1cc(-c2ccccc2)nc2ccccc12,-16%,75%[activator],-6,u,3%,1%,-14
CC(C)(C)NC(=O)Cn1cc(C#N)c2cc(Br)ccc21,x,5.9µM*,-2,-2%,2%,3%,-15

Structure,Pf growth 96h,Pf growth 48h,Cycloheximide cs,HCV inh,Tb PYK inh,LmPK inh,Shiga inhibitor
CCOC(=O)c1c(S(=O)(=O)N2CCc3ccccc32)c(C)n(C)c1C,u,-6%,6,8%,4%,0%,-1
CC1(C)CC(=O)C2=C(C1)N=c1s/c(=C/c3ccc(F)c(F)c3)c(=O)n1C2c1ccc(F)cc1 (stereo unspecified),3%,7%,1,14%,1%,1%,-2
CCOc1ccccc1-n1c(O)c(C=Nc2c(C)n(C)n(-c3ccccc3)c2=O)c(=O)[nH]c1=O,x,15%,-3,18%,-8%,0%,-10
CCN(CCn1cccn1)C(=O)CC1C(=O)NCCN1CCc1ccccc1 (stereo unspecified),13%,u,6,23%,-8%,-4%,13
CC(=O)c1cccc(OCCCOc2cccc3cccnc23)c1,u,0%,19*,-19%,-1%,-1%,20
O=C(C1CCC1)N1CCC(c2nc3c(nnn3Cc3c(F)cccc3Cl)c(=O)[nH]2)CC1,56%[activator],13µM*,-3,12%,-19%,0%,-7
CC(C)CN(CC(C)C)C(=O)COn1nnc2ccc(S(=O)(=O)N3CCOCC3)cc21,u,-11%,x,5%,8%,x,x
O=[N+]([O-])c1ccccc1/C=C/C=N/n1c(-c2ccccc2)n[nH]c1=S,0%,-4%,2,4%,u,-2%,-4

Structure,Pf growth 96h,Pf growth 48h,Cycloheximide cs,HCV inh,Tb PYK inh,LmPK inh,Shiga inhibitor
COc1ccccc1CC(=O)N1CCN(S(=O)(=O)c2ccccc2)CC1,82%[activator],-7%,-2,10%,-7%,0%,-5
COc1cccc(CNC(=O)CSc2ccc(-c3cccs3)nn2)c1,u,0%,16,-9%,-22%,-4%,2
Cc1c(NC(=O)COC(=O)C23CC4CC(CC(Br)(C4)C2)C3)c(=O)n(-c2ccccc2)n1C,4%,1%,-1,15%,2%,0%,-3
CSC1=NCCN1S(=O)(=O)c1ccc2ccccc2c1,5%,-1%,-4,-11%,8%,2%[11.5 µM],28
Cc1cc(C(=O)Nc2cccc(C(=O)O)c2)c(C)o1,142%[activator],x,3,20%,-1%,-3%,20
O=C(c1ccccc1F)N(Cc1cccnc1)Cc1cc2cc3c(cc2[nH]c1=O)OCCO3,0%,u,-2,0%,0%,3%,7
